# From PubChem
# ADAM17 inh: ADAM17 inhibition, QFRET primary screen | P78536 | recombinant ADAM17, EDANS/DABCYL FRET peptide cleavage | inhibition, % at 6.95 µM | 0.83% of 370,000 active;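 active = inhibition above the mean of compounds lying between control limits plus 3 SD, set per campaign, cut at about 8.5% in these data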;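 also: 0% = DMSO-only wells as the low control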
# PLCg1 inh: blocks human PLC-gamma1 enzyme activity. purified PLC-gamma1, fluorogenic substrate, fluorescence. inhibition, % at 12.2 µM. 0.84% of 370,000 active. AID 720700; in the data active = inhibition above about 9.5%
# Tn6 DDE FP: disrupts Tn6 cyclic peptide binding to fibrin D-Dimer-E complex. P02675. Fibrin DD(E) TRITC-Tn6 fluorescence polarization displacement. inhibition, % at 8.3 µM. 0.21% of 370,000 active. AID 720509;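 active = inhibition above a per-campaign cutoff: mean of compounds within control limits plus 3 SD, cut at about 15% in these data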;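 also: 0% = median of all compound wells on the plate and 100% = blocking peptide control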
# Target sequence (P02675 whole entry, looked up): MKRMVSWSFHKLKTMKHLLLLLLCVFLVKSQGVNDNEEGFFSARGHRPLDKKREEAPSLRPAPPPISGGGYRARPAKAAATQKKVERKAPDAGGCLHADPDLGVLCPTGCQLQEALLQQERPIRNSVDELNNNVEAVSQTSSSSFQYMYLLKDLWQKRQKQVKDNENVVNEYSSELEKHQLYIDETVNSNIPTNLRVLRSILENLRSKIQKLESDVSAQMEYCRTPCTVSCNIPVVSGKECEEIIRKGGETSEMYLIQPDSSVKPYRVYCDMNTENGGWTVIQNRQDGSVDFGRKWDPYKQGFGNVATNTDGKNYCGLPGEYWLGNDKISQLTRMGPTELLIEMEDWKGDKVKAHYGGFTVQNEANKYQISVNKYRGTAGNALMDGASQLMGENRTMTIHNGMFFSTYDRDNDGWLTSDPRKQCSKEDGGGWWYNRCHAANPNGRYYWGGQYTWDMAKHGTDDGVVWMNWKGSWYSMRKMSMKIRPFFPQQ
# ARFGAP1 inh: inhibits rat ARF GTPase activating protein 1; Q62848; 0.26% of 360,000 active; Arfgap1-stimulated ARF1 GTP hydrolysis, GDP FP detection; inhibition, % at 16.5 µM;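 active = inhibition above a per-plate limit, mean inhibition of low control wells plus 3 SD, cut at about 25% in these data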;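 also: 0% = DMSO wells with enzyme and 100% = wells lacking Arfgap1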
#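 Assay system: Rat Arfgap1 GAP domain (His6, aa 1-136), purified enzyme | Buffer or medium: HEPES 25 mM pH 7.5, NaCl 150 mM, MgCl2, DTT | Schedule: GTP hydrolysis reaction 2 h at 25 °C | Signal: FP of antibody-bound GDP Alexa 633 tracer, ex 620/em 688 nm | Measure: Percent inhibition of Arfgap1-stimulated GTP hydrolysis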
# ASAP1 GAP inh: inhibitors of human ASAP1 ArfGAP activity; inhibition, % at 16.5 µM; Q9ULH1; AID 624377; 0.19% of 360,000 active; ASAP1-stimulated ARF1 GTP hydrolysis, GDP FP detection; in the data active = inhibition above about 25%;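 also: 0% = vehicle with enzyme and substrate and 100% = no enzyme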
# TDP2 inh: blocks human TDP2 phosphodiesterase activity | AID 720702 | recombinant TDP2, T5PNP hydrolysis, p-nitrophenol absorbance 415 nm | inhibition, % at 12.8 µM | 0.34% of 370,000 active;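 active = inhibition above the mean of all tested compounds plus 3 SD, set per campaign, cut at about 25% in these data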;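 also: 0% = DMSO with enzyme and 100% = buffer with substrate but no TDP2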
#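 Read-out basis: percent inhibition. System: recombinant human TDP2. Buffer or medium: Mg2+-containing Tris-HCl buffer, pH 7.5. Repeats: single replicate. Timing: reaction 2 h, 37 °C. Benchmarks: high control without enzyme, low control DMSO plus TDP2. Probe or stimulus: 5 mM T5PNP. Doses: 12.8 µM only. Measured by: epi absorbance of p-nitrophenol freed from T5PNP by hydrolysis.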
# ADAM10 inh: ADAM10 inhibition, QFRET primary screen. recombinant ADAM10, EDANS/DABCYL FRET peptide cleavage, 3 h. inhibition, % at 7 µM. 0.62% of 370,000 active;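 active = inhibition above a per-campaign cutoff equal to the mean of compounds falling between control-based bounds plus 3 SD, cut at about 20% in these data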;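 also: 0% = DMSO wells while the 100% control is not disclosed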
# DDE Tn7 FP inh: inhibitors of Tn7 peptide binding to human fibrin DD(E); FP displacement of FITC-Tn7 peptide from fibrin DD(E); 0% = median of compound wells per plate; inhibition, % at 8.3 µM; 0.13% of 370,000 active; AID 720508; P02675;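 active = inhibition above the mean of compounds falling within the control limits plus 3 SD of them, cut at about 14% in these data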;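 also: 0% = plate median of compound wells and 100% = 10 µM Aha-Tn7 peptide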
#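 assay system = human clot-derived fibrin DD(E) complex | quantity = Fibrin-DD(E) at 2 µM final | timing = 10 min preincubation, 3 h with tracer, room temperature | signal = fluorescence polarization | measure = percent inhibition | benchmarks = high control wells with 10 µM unlabelled Aha-Tn7 peptide (full inhibition) | replicates = singlicate testing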
# SIAE primary: blocks human sialic acid acetylesterase; inhibition, % at 9.66 µM; SIAE FP-Rh probe binding, fluorescence polarization; Q9HAT2; 0.69% of 370,000 active;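 active = inhibition above a cutoff: mean of compounds within the control limits plus 3 SD of those, cut at about 17% in these data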;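 also: 0% = plate median of compound wells and 100% = probe without SIAE protein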
# Target sequence (Q9HAT2 whole entry, looked up): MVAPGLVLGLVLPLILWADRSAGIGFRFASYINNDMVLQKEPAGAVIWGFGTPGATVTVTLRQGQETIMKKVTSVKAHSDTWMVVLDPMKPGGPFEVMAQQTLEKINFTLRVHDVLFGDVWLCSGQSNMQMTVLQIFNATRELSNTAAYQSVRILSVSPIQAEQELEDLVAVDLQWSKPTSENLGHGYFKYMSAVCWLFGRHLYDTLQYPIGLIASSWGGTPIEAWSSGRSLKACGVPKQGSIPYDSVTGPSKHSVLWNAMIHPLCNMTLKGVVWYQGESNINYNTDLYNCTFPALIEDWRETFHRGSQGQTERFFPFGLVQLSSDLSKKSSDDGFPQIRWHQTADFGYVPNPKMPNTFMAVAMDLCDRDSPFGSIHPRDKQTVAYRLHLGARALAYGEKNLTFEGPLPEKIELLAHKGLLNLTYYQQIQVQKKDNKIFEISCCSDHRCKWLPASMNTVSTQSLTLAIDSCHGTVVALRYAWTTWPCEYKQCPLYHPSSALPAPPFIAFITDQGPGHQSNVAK
# PLC-beta3 inh: PLC-beta3 (human) inhibition, primary screen | Purified PLC-beta3, fluorogenic substrate, fluorescence | inhibition, % at 12.2 µM | 0.18% of 370,000 active | AID 720704; in the data active = inhibition above about 11%;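 also: 0% = median of compound wells on plate and 100% = full blocker control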
# * = called active by the depositor; x = not tested or not shown.
SMILES,ADAM17 inh,PLCg1 inh,Tn6 DDE FP,ARFGAP1 inh,ASAP1 GAP inh,TDP2 inh,ADAM10 inh,DDE Tn7 FP inh,SIAE primary,PLC-beta3 inh
COc1ccc(/C(C)=N/OCC(=O)N=Nc2c(O)[nH]c3ccc(Br)cc23)cc1,-1.9,-0.1,-2.8,8.6,3.4,1.7,-2.8,-5.7,-0.7,2.5
CN(C(=O)C1CCC(=O)N(CCc2ccc(Cl)cc2)C1)C1CCOCC1 (stereo not drawn),-0.4,4.9,10.9,12.0,2.0,-11.8,-10.7,1.6,3.2,-6.2
CCN(Cc1ccncc1)S(=O)(=O)c1ccc(C(C)=O)cc1,0.0,-1.2,-4.6,-2.1,-9.5,8.6,3.4,-7.4,-6.1,2.3
CN1OC[C@@H]2CN(C(=O)CCc3ccccc3)[C@H](c3cccc(-c4ccc(C#N)cc4)c3)C[C@@H]21,-3.9,4.3,-1.0,-3.2,-1.7,1.6,-4.1,5.9,2.5,-0.4
O=c1cc(-c2ccsc2)oc2cc(-c3ccc4c(c3)OCO4)ccc12,-5.8,-46.7,11.5,9.4,12.6,11.4,-10.9,0.0,3.4,-74.7
CCCCNC(=S)NNC(=O)c1ccc(Br)o1,0.9,-0.3,-8.8,-1.3,7.9,-2.8,1.1,1.0,-0.4,7.5
CC(C)N(CCc1ccncc1)C(=S)Nc1cccc(Cl)c1,-0.8,-2.8,7.4,9.0,2.2,-0.6,2.5,0.1,-0.6,2.1
O=C(CCCN1CCC(C(=O)c2ccc(F)cc2)CC1)c1ccc(F)cc1,-4.5,0.1,14.8,-5.6,1.1,5.2,5.9,2.7,-0.9,-6.0
COc1cc(NC(=O)c2ccccc2)c(OC)cc1NC(=O)CN1CCCCC1,-0.5,-0.1,7.2,1.6,-5.4,-4.8,9.7,-2.8,8.2,1.6
CCOC(=O)c1ccccc1NC(=S)N1CCC(C(N)=O)CC1,-10.2,-2.1,-3.2,7.3,-2.5,-3.1,-3.2,-4.5,-3.7,-8.6
CCOC(=O)c1cc(S(=O)(=O)NCc2ccc3c(c2)OCO3)cn1C,-2.4,-1.4,-10.2,1.2,-3.4,-6.3,-35.3,4.3,-3.8,-7.6
CCn1cc(C(=O)O)c(=O)c2cnc(N3CCN(C(=S)NC(=O)c4ccc(F)c(F)c4)CC3)nc21,-4.9,3.8,-5.6,-4.1,1.7,-8.6,9.4,-0.6,6.3,-8.5
O=C1CC(c2ccccc2)Sc2nc(-c3ccccc3)c(-c3ccccc3)n21 (stereo not drawn),-1.2,-10.0,4.7,-5.3,-16.9,-13.2,-10.8,6.9,-3.4,-12.0
CCOC(=O)C(=Cc1ccccc1OC)C(=O)OCC,0.3,-2.4,0.5,0.8,-6.7,0.0,1.5,-4.4,7.0,-0.1
Cc1nnsc1S(=O)c1ccc(Br)cc1 (stereo not drawn),-5.3,0.1,-4.9,8.5,7.4,0.9,-10.5,-3.7,-7.4,-3.5
CCOc1cc(/C=C/C(=O)NCCc2ccc(S(N)(=O)=O)cc2)ccc1OCC(C)C,-17.9,-19.7,3.4,-8.2,3.1,-8.7,-45.8,-1.8,-11.4,-35.7
CCOC(=O)N1CCN(C(=O)c2ccc(S(=O)(=O)c3ccc(C)cc3)c(NC(C)=O)c2)CC1,-7.3,-4.8,-6.2,-4.7,-10.4,-2.3,-4.1,0.5,-7.4,-2.0
NC(=O)CC(NC(=O)Cc1ccc(Br)cc1)c1ccc(NCCN2CCCC2)c([N+](=O)[O-])c1 (stereo not drawn),5.0,5.7,1.4,-1.6,-8.0,-27.2,10.6,-3.7,-12.8,9.7
C[C@H](NC(=O)OC(C)(C)C)C(=O)N/N=C/c1ccc2nccnc2c1,-8.0,-5.3,-0.8,-4.7,3.2,8.2,-8.6,-2.8,-6.9,-9.1
Cc1cccc(N2CCN(C(=S)c3ccc4c(c3)OCO4)CC2)c1,3.6,1.7,-6.0,1.2,-4.6,-10.3,0.1,0.6,-3.3,1.0
CCOc1ccc(-c2nnn(CC(=O)c3cc(OC)ccc3OC)n2)cc1,1.4,-4.4,-1.8,8.6,-8.2,-5.5,1.6,4.8,7.5,-7.6
C=CCN(C(=O)CSc1nc2[nH]ncc2c(=O)n1-c1ccccc1OC)c1ccccc1,4.3,1.5,-3.9,1.2,-11.6,-6.6,-2.8,3.9,-6.9,1.9
CSc1nnc(-c2sccc2OCc2ccc(C)cc2)n1C,-6.5,-1.0,-5.0,5.9,-3.3,-0.6,-0.6,-2.6,9.7,-1.8
CC(=O)Nc1ccc(S(=O)(=O)NCCN2CCOCC2)cc1,-1.9,1.9,-1.8,0.8,10.0,9.6,-6.0,4.8,0.4,-1.2
Cn1nc(CC(=O)NC2CCCCCC2)c2ccccc2c1=O,0.4,0.9,3.9,-1.6,1.3,-9.2,0.0,-2.0,2.5,0.8

# Other records follow:
SMILES,ADAM17 inh,PLCg1 inh,Tn6 DDE FP,ARFGAP1 inh,ASAP1 GAP inh,TDP2 inh,ADAM10 inh,DDE Tn7 FP inh,SIAE primary,PLC-beta3 inh
Cc1ccc(/C=N/NC(=O)CNC(=O)c2cccs2)cc1,0.0,1.1,0.5,4.0,-9.4,-17.9,-1.8,7.7,-12.4,-1.1
CCOC(=O)c1c(/N=C/N(C)C)sc(/C=N/Nc2ccccc2)c1-c1ccccc1,-3.5,-14.5,2.0,-0.5,3.9,-0.7,-11.4,8.5,-2.4,-11.9
Cc1ccc(CNC(=O)CN2CCN(Cc3ccc(C)cc3)C2=O)cc1,-4.3,-2.8,5.2,3.0,-2.6,-3.6,5.2,3.8,1.2,1.4
CCCN1CCC(NC(=S)Nc2ccc(OC)c(OC)c2)CC1,2.1,2.9,0.2,-10.3,-1.3,-18.6,7.4,-2.2,-0.4,-5.8
Cc1sc2ncnc(N=Nc3c(O)[nH]c4ccccc34)c2c1C,-2.0,4.0,5.8,-3.2,-7.9,13.2,3.3,-1.2,-0.6,2.5
C=CCNC(=S)N1CCN(CCN=Cc2c(C)[nH]n(-c3ccc([N+](=O)[O-])cc3)c2=O)CC1,-3.9,0.1,-4.4,-0.5,-4.3,-3.8,7.8,1.4,0.2,5.8
CC1CCCCN1C(=O)C1CCCCN1S(=O)(=O)c1cccc([N+](=O)[O-])c1 (stereo not drawn),-3.4,-1.4,-18.7,16.1,-5.3,-1.8,-5.2,-7.2,-1.9,6.3
COc1ccccc1C(=O)N/C(=C/c1ccc(Br)cc1)C(=O)NCCO,-1.8,-1.9,-8.1,1.6,-3.0,-3.0,-2.1,7.8,-9.3,-6.9
CCOc1ccc(NC(=O)c2c(NC(=O)CN3CCCC3)sc3c2CCC3)cc1,0.5,-1.5,6.7,-3.2,-7.5,-4.3,3.2,5.0,5.4,-9.3
O=C(OC1CC2CC1[C@H]1CCCCN1C2=O)N1CCOCC1 (stereo partly drawn),-2.0,-3.6,-6.7,-6.7,10.9,-9.1,-5.9,-7.0,-3.1,-0.1
Cc1ccc(S(=O)(=O)C(C#N)c2nc3ccccc3nc2N2CC(C)OC(C)C2)cc1C (stereo not drawn),-27.5,-155.8,3.5,-2.0,7.4,0.0,-103.6,0.0,2.5,-214.2
O=C(NCC(c1ccccc1)c1ccccc1)[C@H](Cc1c[nH]c2ccccc12)NC1(C(=O)NC2CCCCC2)CCN(Cc2ccccc2)CC1,5.1,5.0,3.6,x,x,-5.8,16.7,0.9,-1.0,2.6
COc1cccc(NC(=S)NCc2cccs2)c1,0.5,-0.3,5.8,1.4,-1.3,1.2,11.0,-3.0,-0.6,2.1
COc1cc2c(cc1OC)/C(=C/c1ccc(Cl)cc1)C(=O)OC2,0.2,-9.3,4.9,-4.5,-6.6,4.1,6.4,7.5,-8.4,-14.5
CCCCS(=O)(=O)/C=C\C1C2C=CC(C2)C1S(=O)(=O)CCCC (stereo not drawn),-4.7,-1.3,1.8,4.5,-3.7,2.8,-1.2,1.3,3.9,-1.5
CCCCn1c(N)c(N(CC(C)C)C(=O)C2CCN(C(=O)c3ccc(F)cc3)CC2)c(=O)[nH]c1=O,0.3,2.9,-4.6,-4.8,-3.2,-10.8,3.8,-11.2,-2.6,-6.2
CN(CCCNC(=O)COc1cc(=O)n(C)c2ccccc12)Cc1ccccc1,-2.6,1.1,5.1,2.4,0.8,11.5,-4.0,-3.1,-9.7,2.2
COc1ccc(C(=O)NC(=S)Nc2ccc([N+](=O)[O-])cc2C)cc1OC,-1.7,-1.9,-0.1,-14.9,7.5,4.5,6.4,0.3,-10.3,1.1
Cc1ccc(C(=O)N2CCN(c3ncccn3)CC2)cc1NC1=NC2CS(=O)(=O)CC2S1 (stereo not drawn),-2.7,3.6,6.4,6.6,1.6,-17.3,-7.9,-3.9,-10.9,-3.1
CCCN(CCC)C(=O)CC(c1ccccc1)c1ccco1 (stereo not drawn),-2.3,2.3,0.0,8.5,5.0,7.7,-1.4,4.5,0.5,-0.3
O=C(N/C(=C/c1cccnc1)C(=O)N1CCOCC1)c1ccccc1Br,1.6,0.3,8.1,3.0,-0.7,-5.1,-4.4,-0.7,4.7,2.0
Cc1sc2ncn(CC(=O)OC(C)C(=O)NC(C)(C)C)c(=O)c2c1C (stereo not drawn),4.3,6.7,-1.4,9.5,-1.5,-17.7,1.6,4.2,-6.0,8.4
O=S(=O)(NC1CCCCCC1)c1cccc(Cl)c1,0.1,-2.4,-8.2,4.2,-4.9,0.2,-5.2,0.0,3.5,1.9
Cc1cccc(S(=O)(=O)NC(=O)C2(C)CCN2C(=O)c2c(C)noc2C)c1 (stereo not drawn),-4.1,0.9,0.8,-2.0,-8.6,7.7,-5.8,3.4,-1.2,0.3
Cc1ccc(NC(=O)c2ncn(CCCNCc3ccccn3)n2)cc1C,-3.9,2.0,3.6,-1.8,-3.8,9.4,-4.3,3.1,3.1,2.1
COc1ccc(OCC(=O)Nc2ccc3c(c2)nc(CCN2CCC(C)CC2)n3C)cc1,-11.3,-1.9,3.0,11.9,8.9,13.6,-28.8,-4.0,6.2,-8.6
CC1CCC(NC(=O)CN(C)CC(=O)Nc2ccc(F)cc2)CC1 (stereo not drawn),-1.8,0.5,-5.2,-5.2,5.3,2.5,-2.5,-6.2,-0.6,-1.1
CC1CCCN(S(=O)(=O)c2cccc(C(=O)OCC(=O)N(C)Cc3c(F)cccc3Cl)c2)C1 (stereo not drawn),-1.3,-0.1,3.6,11.9,-2.5,2.4,-0.7,4.3,1.5,-3.6
COc1cccc(NC(=O)CSc2nc(=O)n(CCN(C)C)c3c2CCCC3)c1,-1.9,0.3,-1.3,-6.8,6.7,3.4,-3.7,8.8,5.9,2.6
